TcdB inh – blocks C. difficile toxin B glycohydrolase activity. P18177. TcdB glycohydrolase enzymatic assay, plate reader. inhibition, % at 9.99 µM. 350,000 tested, 0.24% active; in the data active means inhibition above about 10%
BoNT A protease – BoNT A light chain protease inhibition; multiplex microsphere protease substrate cleavage, flow cytometry; inhibition, % at 10 µM; 360,000 tested, 0.17% active; AID 588499; further: plate controls were buffer without enzyme for full effect and enzyme alone for no effect
VHR inh abs – inhibitors of human VHR1 phosphatase (DUSP3). P51452. inhibition, % at 13.3 µM. recombinant VHR phosphatase, pNPP absorbance. 290,000 tested, 0.52% active; in the data active means inhibition above about 50%; further: some compounds called inactive have numbers as strong as hits
Target sequence (P51452 whole entry, looked up): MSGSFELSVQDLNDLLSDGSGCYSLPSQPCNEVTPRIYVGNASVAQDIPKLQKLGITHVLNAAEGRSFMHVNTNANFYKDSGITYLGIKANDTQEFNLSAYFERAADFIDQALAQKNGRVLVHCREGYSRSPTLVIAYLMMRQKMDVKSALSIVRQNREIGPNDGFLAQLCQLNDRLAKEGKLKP
3CLpro inhibitor – SARS-CoV 3CLpro protease inhibition. 290,000 tested, 0.14% active. recombinant SARS-CoV 3CLpro, quenched FRET peptide cleavage. P0C6X7. inhibition, % at 6 µM. AID 1706; in the data active means inhibition above about 12%
PfHsp40 yeast – rescue of PfHsp40-mediated yeast toxicity; S. cerevisiae expressing PfHsp40, growth rescue, ATP luminescence; growth rescue, % at 12.5 µM; 340,000 tested, 0.68% active; AID 504582; in the data active means growth rescue above about 28%, passing the limit was not always enough;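 further: yeast W303a lacking pdr1 and pdr3 grown in galactose medium; growth measured after three days at 30 °C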
Yp Topo-I inh – Y. pestis Topo-I inhibition via cleavage products; Y. pestis Topo-I cleavage product accumulation, plate reader; activity, % at 10 µM; 360,000 tested, 0.064% active; in the data active means activity above about 50%, passing the limit was not always enough; further: inactives centre near 2
Vc quorum ag – induces V. cholerae light production without autoinducers | activation, % at 18.7 µM | 350,000 tested, 0.16% active | AID 588436 | V. cholerae BH1578 lux reporter, luminescence, 6 h; in the data active means activation mostly above about 9.7%, no sharp cut-off; further: not every result past the cut was called active; inactives centre near 0; reference of the scale not given here
CCHFV vOTU inh – CCHFV vOTU protease inhibition | 370,000 tested, 0.55% active | AID 651958 | inhibition, % at 11.5 µM | Pep-AMC fluorescence; in the data active means inhibition above about 30%; further: 0% = vehicle wells with enzyme and 100% = no enzyme wells
Anthrax LF prot – inhibitors of Bacillus anthracis lethal factor protease. AID 588501. inhibition, % at 10 µM. multiplex microsphere protease cleavage assay, LF. 360,000 tested, 0.12% active. P15917; further: plate controls were buffer without enzyme for full effect and enzyme alone for no effect
Target sequence (P15917 whole entry, looked up): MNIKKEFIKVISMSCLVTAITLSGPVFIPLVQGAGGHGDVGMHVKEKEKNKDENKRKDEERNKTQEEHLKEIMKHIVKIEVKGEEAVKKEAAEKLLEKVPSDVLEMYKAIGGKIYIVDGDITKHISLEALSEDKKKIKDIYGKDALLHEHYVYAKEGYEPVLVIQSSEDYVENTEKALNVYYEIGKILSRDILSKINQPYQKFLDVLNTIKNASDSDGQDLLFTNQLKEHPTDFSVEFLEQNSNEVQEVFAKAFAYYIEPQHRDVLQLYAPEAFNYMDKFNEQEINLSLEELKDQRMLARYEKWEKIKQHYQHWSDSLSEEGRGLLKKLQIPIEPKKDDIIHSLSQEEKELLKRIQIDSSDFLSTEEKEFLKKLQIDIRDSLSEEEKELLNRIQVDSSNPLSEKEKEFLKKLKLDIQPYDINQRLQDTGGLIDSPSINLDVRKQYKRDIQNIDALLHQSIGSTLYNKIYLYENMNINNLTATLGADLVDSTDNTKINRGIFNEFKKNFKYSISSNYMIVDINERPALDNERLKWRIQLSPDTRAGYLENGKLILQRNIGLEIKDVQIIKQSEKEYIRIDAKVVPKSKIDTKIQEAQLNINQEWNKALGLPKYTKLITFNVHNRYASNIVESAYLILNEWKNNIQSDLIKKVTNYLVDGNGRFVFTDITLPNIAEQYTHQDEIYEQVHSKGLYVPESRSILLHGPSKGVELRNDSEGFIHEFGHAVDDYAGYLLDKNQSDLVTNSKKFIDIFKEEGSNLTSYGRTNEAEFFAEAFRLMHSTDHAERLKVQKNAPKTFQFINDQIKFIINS
PriA SSB inh – blocks PriA binding to SSB C-terminal tail; AlphaScreen SSBct-PriA binding, biotinylated peptide; AID 1272365; 430,000 tested, 0.6% active; inhibition, % at 33 µM; in the data active means inhibition mostly above about 37%, no sharp cut-off; inactive means mostly below about 20%;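 further: plate controls were negative control peptide for no effect and reference peptide for full effect; strong numbers were not always called active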
* hit, by the source's call; i = inactive; / = no result given; & = joins results of further samples. Unless noted, no stated cut-off is given here; in the data, active means inhibition above about 30%; inconclusive means no clear call, values can overlap the other calls; inactive means below that. This is a subset (hit frequency here may not be typical).

SMILES,TcdB inh,BoNT A protease,VHR inh abs,3CLpro inhibitor,PfHsp40 yeast,Yp Topo-I inh,Vc quorum ag,CCHFV vOTU inh,Anthrax LF prot,PriA SSB inh
NC(N)=NC(N)=Nc1cccc(Cl)c1,2.4,0.0,10,/,0.1,-5,3.6,2,-3,1
CCn1c(-c2nonc2NC(=O)c2ccccc2)nc2ccccc21,/,-0.5,14,-9,-1.5,0,i,-3,-1,-7
Cc1ccc(S(=O)(=O)NCC(=O)OCc2cc(=O)oc3c(C)c(C)ccc23)cc1C,2.3,-0.1,/,/,1.5,29,i,11,-1,2
CN(C)CC/C=C1/c2ccccc2Sc2c(O)cc(Cl)cc21,/,0.7,4,1,3.1,-17,-0.4,1,-1,19
N#Cc1cccc(C(=O)Nc2cc(S(=O)(=O)N3CCOCC3)ccc2N2CCCC2)c1,1.2,0.0,/,/,7.2,-6,i,-4,-6,-7
Cc1ccc2c(c1)N(Cc1cccc(C#N)c1)C=NS2(=O)=O,0.8,-0.9,48,-5,2.7,0,i,-17,2,-10
C[C@@H]1CN([C@H](C)CO)C(=O)c2cc(NC(=O)Nc3ccc(C(F)(F)F)cc3)ccc2O[C@H]1CN(C)S(=O)(=O)c1ccccc1,0.8,0.3,/,/,-1.7,5,0.6,4,2,-3
CCc1ccc(N(CC(=O)NC(C)(C)C)C(=O)CNC(=O)c2cccs2)cc1,0.7,-4.3,6,2,-0.3,3,-2.3,14,-1,2
CN(C)C(=O)Oc1cccc(-c2cn3cc(Cl)ccc3n2)c1,/,0.6,17,-3,-1.1,8,-1.6,-2,-10,-10
O=C(Oc1ccc2ccccc2c1)C1CCC1,1.4,0.1,51*,1,-0.7,4,0.4,-8,6,-24
O=S(=O)(Nc1ccc2c(c1)OCCO2)c1cccs1,2.7,0.0,9,1,0.0,-11,-1.7,-5,-7,-12
CCC1CCCCN1CCCNC(=O)C1CCN(c2ncnc3c2nc2n3CCCCC2)CC1 (stereo not given),0.7,-2.4,-6,1,-0.7,-4,i,21,3,-4
COc1ccc(NC(=O)Nc2c(O)ccc3ccccc23)cc1,-3.9,-1.0,/,/,0.5,4,-0.6,-2,-7,-2
Clc1ccc(C2CC(c3cccs3)n3ncnc3N2)cc1 (stereo not given),1.4,/,27,-2,/,11,-0.6,-12,/,2
O=C1CN(S(=O)(=O)c2cccc(C(=O)O)c2)c2ccccc2N1,1.1,2.7,35,-4,0.9,-1,-0.2,9,10,-12
N#C/C=C(/N)N1CCN(c2ccc(Cl)c(Cl)c2)CC1,/,-0.6,-9,-1,-0.7,-3,5.3,7,-4,0
CCN(C(=O)CSc1n[nH]c(-c2cc(Cl)ccc2OC)n1)C1CCS(=O)(=O)C1 (stereo not given),0.3,-0.9,/,/,0.0,-2,-1.1,8,-1,-9
COC(=O)[C@]1(Sc2ccc(OC)cc2)CC(=O)N[C@@H]1c1ccccc1,2.5,0.8,/,/,/,/,/,23,-3,/
CCOC(=O)C1=C(CC)Nc2ccccc2N/C1=N\S(=O)(=O)c1ccccc1OC,0.7,-0.9,/,/,-0.9,6,i,8,-4,/
CC(NCC(=O)NC(=O)NCCC1=CCCCC1)c1ccc(S(N)(=O)=O)cc1 (stereo not given),2.2,-0.1,/,/,2.0,0,-0.7,3,-3,-10
CC1(C#N)c2ccccc2C(Br)=CN1C(=O)c1ccccc1 (stereo not given),1.3,-0.4,/,/,-0.7,23,-3.6,-3,-1,10
CC(=O)C1(C)CCC2C3C=C(C)C4=CC(=O)CCC4(C)C3CCC21C (stereo not given),-0.8,0.1,/,/,-1.1,33,-1.1,-4,-2,-14
CCOc1ccc(-c2n[nH]c(C)c2Oc2ccccc2OC)c(O)c1,/,-0.9,19,7,0.1,-6,i,10,-1,10
C/C=C\C=C/C(=O)Nc1cccc(C2=NOC3(C2)C[C@H](C(N)=O)N(C(=O)c2ccc(OC)cc2)C3)c1 (stereo not given in full),0.5,0.0,0,/,-0.6,14,i,9,1,-26
CCCCSc1nnc(-c2ccccc2N)c(=O)[nH]1,-0.7,0.7,29,0,6.1,3,-0.4,21,-2,-3
CC(=O)c1ccc(NC(=O)C2CCN(S(=O)(=O)c3cccc4nonc34)CC2)cc1,0.8,-1.6,15,-3,0.6,3,-0.1,8,1,1
CCOc1ccc(NC(=O)CN2CCN(C3c4ccccc4-c4ccccc43)CC2)cc1,/,-1.6,5,-4,0.9,25,i,-5,-2,16
COc1ccc(Nc2oc(-c3ccc(Cl)cc3)nc2C#N)cc1,/,0.4,29,1,-0.9,-2,i,2,-2,3
CC1(C)CC(CC(=O)Nc2nccs2)(c2ccccc2)CCO1 (stereo not given),1.4,-0.8,-14,2,1.7,-1,i,-6,-1,-1
O=C(C1CCC1)N1CCN(S(=O)(=O)c2ccccc2)CC1,1.6,-0.3,/,/,-0.5,-3,-1.8,-10,-2,-2
CCCCn1c(N)c(N(CCC)C(=O)C2CCCC2)c(=O)[nH]c1=O,0.7,-0.2,/,/,0.1,10,i,12,-7,2
Cc1ccc(NC(=O)CSc2nnnn2C2CCCC2)cc1S(=O)(=O)N1CCOCC1,0.5,2.2,/,/,-0.3,19,-5.7,8,-3,-4
O=C(CSc1ccc(Cl)cc1)c1ccco1,/,-0.7,2,1,0.0,4,i,/,-10,0
COCc1nn2c(N)c(C#N)cnc2c1-c1ccccc1,/,-2.1,-4,1,-0.1,-3,-1.3,2,-5,-1
O=C(CN1C(=O)CSc2ccc(S(=O)(=O)N3CCOCC3)cc21)NCc1ccc(F)cc1,-1.7,2.1,12,-2,-1.8,-1,-0.3,17,0,-23
Cc1ccc(C(=O)Nc2ccccc2-c2ccccc2)cc1S(=O)(=O)Nc1cccc(C)c1C,/,-0.6,-4,4,2.5,6,i,-2,-2,-4
O=C(CCNC(=O)c1ccccc1Cl)Nc1ccc2c(c1)OCO2,/,0.5,31,-2,-0.2,8,/,11,-4,1
COc1ccccc1CC(=O)Nc1cccc2c1CCCC2,-0.9,0.4,0,-4,1.2,1,-0.3,4,-2,-16
CC(=O)OC1(c2ccc(C)cc2)CN2CCC1c1ccccc12 (stereo not given),/,-1.0,29,2,0.5,1,i,8,4,11
C/C(N)=C(/C#N)C(=O)CSc1nnnn1-c1ccc(C)cc1C,/,8.4,21,1,0.2,-6,-0.2,10,-16,-12
Cc1cccc(CS(=O)(=O)Cc2ccc(C(=O)NCCc3ccccc3)o2)c1,-0.7,-0.5,-4,0,0.9,19,-0.5,3,-3,-5
C=CC[C@@H](CC(=O)N(CCO)Cc1ccccc1)C(=O)N[C@H](COC(=O)[C@H](CC=C)CC(=O)OC(C)(C)C)Cc1c[nH]c2ccccc12,0.1,-0.6,/,/,1.9,17,i,27,-7,-5
CCOC(=O)c1c[nH]c2c3c(ccc2c1=O)CCCC3,/,-4.7,12,-5,1.7,-6,-14,0,2,-3
COc1ccc(Cl)cc1NC(=O)CN(C)S(=O)(=O)c1cccs1,1.0,-2.2,15,-1,0.8,4,-0.3,6,9,-19
COc1ccc(-c2nc(CS(=O)(=O)CC(=O)NC3CCC(C)CC3)c(C)o2)cc1 (stereo not given),-0.1,0.5,-25,2,0.2,1,-0.5,-2,-1,-11

Record cards, as listed above. Screens in order: TcdB inh	BoNT A protease	VHR inh abs	3CLpro inhibitor	PfHsp40 yeast	Yp Topo-I inh	Vc quorum ag	CCHFV vOTU inh	Anthrax LF prot	PriA SSB inh
Profile of COCc1nn2c(N)c(C#N)cnc2c1-c1ccccc1 : /	-2.1	-4	1	-0.1	-3	-1.3	2	-5	-1
Profile of COc1ccc(NC(=O)Nc2c(O)ccc3ccccc23)cc1 : -3.9	-1.0	/	/	0.5	4	-0.6	-2	-7	-2

Continued.
SMILES,TcdB inh,BoNT A protease,VHR inh abs,3CLpro inhibitor,PfHsp40 yeast,Yp Topo-I inh,Vc quorum ag,CCHFV vOTU inh,Anthrax LF prot,PriA SSB inh
COc1ccc(C(=O)Nc2ccc(Cn3ccnc3)cc2)cc1OC,1.1,5.4,6,-2,0.4,-5,i,5,3,0
COc1cc(NS(=O)(=O)c2ccc(NC(=S)NC(=O)c3ccc(Br)cc3)cc2)ncn1,0.9,-0.1,-20,-3,0.1,1,-2.0,-15,-1,5
CC(=O)Nc1ccc(S(=O)(=O)N(C)CC(=O)OCC(=O)N2CC(C)OC(C)C2)cc1 (stereo not given),-0.9,4.9,/,/,-1.2,-2,i,8,-6,-1
COc1ccc(CNC(=O)c2cc(=O)c3cc(C)c(C)cc3o2)cc1,1.4,1.6,2,6,-0.5,-4,-0.5,-4,-8,11
CCCC(=O)Nc1sc(C)c(-c2ccc(C(C)CC)cc2)c1C#N (stereo not given),-1.0,0.6,-2,2,0.1,3,1.3,/,2,5
CCc1nc2ccccc2c(=O)n1NC(=O)c1c(O)c2ccccc2[nH]c1=O,/,3.3,44,2,1.8,-2,-0.2,-1,2,-16
COC(=O)c1ccccc1NC(=O)CN1CCN(Cc2ccccc2)CC1,0.0,-1.3,4,1,0.8,1,0.9,4,-8,-7
CC(C)(C)c1ccc(NC(=O)CCNC(=O)c2ccco2)cc1,1.4,1.8,-17,-3,0.7,12,-0.2,7,-2,-2
CCOc1ccccc1N(C(=O)Nc1ccc(Cl)cc1)C1=NCCS1,0.5,0.0,5,-3,2.4,5,-6.7,12,-3,-4
Nc1ncc([N+](=O)[O-])c(Oc2ccccc2F)n1,0.0,0.2,12,0,1.0,7,-0.5,-2,0,-6
O=C(NCCc1ccccn1)c1ccc(S(=O)(=O)N2CCCCCC2)cc1,/,-0.8,29,4,2.4,7,-0.2,-12,-7,-18
Cn1nnnc1SCC(=O)N1CCCc2ccccc21,/,1.8,8,-4,0.6,-6,-2.9,-1,-2,-9
CN(C)c1cccc2c(C=C(C#N)C#N)ccc(N(C)C)c12,-1.0,-0.5,2,-2,-0.4,-11,2.3,0,-2,3
O=C(CN1CCCC1=O)NCCc1ccccc1,1.1,-0.4,33,2,-0.5,-2,i,1,0,-7
COc1ccccc1CCNS(=O)(=O)CCNC(=O)c1ccccc1,1.0,5.9,/,/,4.9,11,-0.7,2,0,-10&7
O=C1C=C(O)CC(c2ccco2)C1 (stereo not given),/,0.1,3,-2,-0.7,1,i,8,-7,-6
Cc1ccccc1-c1nnc(-c2cccc3ccccc23)o1,0.3,0.1,/,/,-0.4,7,-4.3,2,0,-6
Cc1ccc(C(=O)O)c(C(=O)Nc2nc(C)cs2)c1,1.6,0.4,14,3,0.6,-7,0.4,8,-8,-19
C=CCOc1ccc(C2NC(=S)NC(c3ccccc3)=C2C(C)=O)cc1OC (stereo not given),1.0,0.4,2,3,0.0,5,1.6,6,-7,-4
COC(=O)c1[nH]c2cc(OC)ccc2c1NC(=O)c1ccc2c(c1)OCO2,/,0.4,7,2,0.8,-12,-0.7,8,-10,2
CCn1c(C)cc2c(c1=O)C(c1ccccc1)C(C(=O)OC)=C(N)O2 (stereo not given),/,0.0,17,2,-0.4,-6,i,3,0,-7
CC(=O)Nc1ccc(NC(=O)c2cc(-c3ccc(F)cc3C)n[nH]2)cc1,0.6,0.3,/,/,/,-6,i,-2,9,/
O=C(NC1CCCCC1)c1cccc(NC(=O)c2ccccc2Cl)c1,0.4,0.3,/,/,/,4,0.1,5,0,/

Exported with each value named: entries from further up.
> O=C1C=C(O)CC(c2ccco2)C1 (stereo not given)
  TcdB inh = / | BoNT A protease = 0.1 | VHR inh abs = 3 | 3CLpro inhibitor = -2 | PfHsp40 yeast = -0.7 | Yp Topo-I inh = 1 | Vc quorum ag = i | CCHFV vOTU inh = 8 | Anthrax LF prot = -7 | PriA SSB inh = -6

> C=CCOc1ccc(C2NC(=S)NC(c3ccccc3)=C2C(C)=O)cc1OC (stereo not given)
  TcdB inh = 1.0 | BoNT A protease = 0.4 | VHR inh abs = 2 | 3CLpro inhibitor = 3 | PfHsp40 yeast = 0.0 | Yp Topo-I inh = 5 | Vc quorum ag = 1.6 | CCHFV vOTU inh = 6 | Anthrax LF prot = -7 | PriA SSB inh = -4

High-throughput results: PubChem, several laboratories
